UBC13 polyUb = blocks human UBC13 polyubiquitin chain formation. TR-FRET. inhibition, % at 20 µM. 330,000 tested, 0.47% active; in the data active = inhibition above about 45%, passing the limit was not always enough
Target sequence (P61088 whole entry, looked up): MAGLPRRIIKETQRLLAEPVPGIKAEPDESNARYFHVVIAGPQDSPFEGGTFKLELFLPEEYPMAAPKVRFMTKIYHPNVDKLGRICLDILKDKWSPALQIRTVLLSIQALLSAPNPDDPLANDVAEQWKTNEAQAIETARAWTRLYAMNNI
APJ ag = APJ receptor agonism; AID 2520; 330,000 tested, 0.11% active; CHO-K1 APJ PathHunter beta-arrestin, luminescence; 0% DMSO wells, 100% apelin; P35414; activation, % at 20 µM;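 active = activation more than six SD over the plate average, tested at 20 µM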;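 note: 0% = DMSO alone and 100% = apelin-13 at 10 nM; some results filed as inactive read as strong as hits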
Target sequence (P35414 whole entry, looked up): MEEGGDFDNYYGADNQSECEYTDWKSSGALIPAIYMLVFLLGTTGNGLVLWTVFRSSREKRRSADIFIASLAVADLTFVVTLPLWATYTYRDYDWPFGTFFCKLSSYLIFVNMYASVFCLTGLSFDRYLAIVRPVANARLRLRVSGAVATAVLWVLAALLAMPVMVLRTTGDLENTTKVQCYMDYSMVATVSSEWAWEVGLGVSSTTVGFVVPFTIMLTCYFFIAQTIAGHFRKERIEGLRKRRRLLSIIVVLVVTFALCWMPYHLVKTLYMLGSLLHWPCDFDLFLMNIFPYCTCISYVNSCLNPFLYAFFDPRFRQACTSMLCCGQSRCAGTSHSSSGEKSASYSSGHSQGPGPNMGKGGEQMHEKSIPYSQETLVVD
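Test system: CHO-K1 APJ beta-arrestin complementation cell line | Compound: Single test compound dose, 20 µM final, 1% DMSO | Incubation: Compound 90 min 25 °C, reagent 1 h | Measured by: beta-gal luminescence | Read-out basis: APJ–arrestin association signal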
CCR6 antagonist = antagonists of human CCR6 receptor. P51684. CHO-K1 CCR6 PathHunter beta-arrestin, luminescence, CCL20-stimulated. inhibition, % at 20 µM. 340,000 tested, 0.49% active;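 active = compounds whose inhibition of the agonist-driven luminescence signal at 20 µM reaches about 50%, limit read from the data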;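 note: cells stimulated with CCL20 at 14 nM final; plate controls were DMSO with CCL20 for no effect and DMSO without agonist for full effect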
Gli-Sufu block = antagonists of Gli-Sufu signaling; Sufu-KO-LIGHT fibroblasts, Gli luciferase reporter luminescence; inhibition, % at 5 µM; 340,000 tested, 0.74% active; AID 588413;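 active = inhibition above about 55%, limit read from the data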;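 note: 0% = DMSO-treated cells and 100% = wells with medium but no cells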
ATG4B inh = ATG4B (human) cysteine protease inhibition; Q9Y4P1; ATG4B cleavage of LC3-PLA2, NBD-HPC fluorescence, 1 h; inhibition, % at 8.33 µM; 340,000 tested, 0.51% active; in the data active = inhibition above about 40%
Target sequence (Q9Y4P1 whole entry, looked up): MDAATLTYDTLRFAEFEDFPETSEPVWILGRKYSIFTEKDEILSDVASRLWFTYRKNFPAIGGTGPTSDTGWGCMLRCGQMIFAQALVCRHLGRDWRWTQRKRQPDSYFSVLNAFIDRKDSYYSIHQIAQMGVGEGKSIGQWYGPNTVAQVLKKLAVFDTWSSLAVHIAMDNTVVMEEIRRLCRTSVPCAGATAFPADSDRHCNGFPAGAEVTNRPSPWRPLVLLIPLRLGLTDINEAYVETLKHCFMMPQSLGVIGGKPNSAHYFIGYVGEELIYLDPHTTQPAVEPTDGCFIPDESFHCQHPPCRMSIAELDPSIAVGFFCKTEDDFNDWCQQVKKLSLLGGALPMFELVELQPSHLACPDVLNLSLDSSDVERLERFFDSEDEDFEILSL
APJ antag = blocks the human apelin receptor APJ | P35414 | CHO-K1 APJ beta-arrestin complementation, luminescence | inhibition, % at 20 µM | 330,000 tested, 0.32% active;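 active = inhibition above about 40% at 20 µM, limit read from the data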;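 note: cells challenged with 10 nM apelin-13 agonist together with compound; plate controls were apelin-13 plus DMSO wells for no effect and DMSO wells lacking apelin-13 for full effect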
CXCR6 block = inhibitors of human CXCR6 receptor; O00574; CHO-K1 PathHunter CXCR6 beta-arrestin, luminescence; inhibition, % at 20 µM; 360,000 tested, 0.36% active; AID 602244; in the data active = inhibition above about 34%, passing the limit was not always enough;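 note: antagonist mode with CXCL16 agonist at 10 nM final; 0% = 10 nM CXCL16 with DMSO and 100% = unstimulated wells without agonist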
EBI2 block = EBI2 (human) antagonism. P32249. EBI2 beta-arrestin recruitment, luminescence, 7a,25-OHC stimulated. inhibition, % at 5 µM. 360,000 tested, 0.81% active. AID 651636; in the data active = inhibition above about 38%;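 note: enzyme fragment complementation signal reports receptor beta-arrestin coupling in cells; 0% = agonist plus DMSO wells and 100% = wells without agonist; some results beyond the cut were filed as inactive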
Numbers without * were called inactive; · = not tested or not shown.

SMILES	UBC13 polyUb	APJ ag	CCR6 antagonist	Gli-Sufu block	ATG4B inh	APJ antag	CXCR6 block	EBI2 block
CCOc1cc(/C=C2/SC(=Nc3ccccc3)N(Cc3cccnc3)C2=O)ccc1OCC#N	0	-3	18	-2	-8	13	4	48*
CC(=O)Cn1c(CN2CCN(C(=O)c3ccco3)CC2)nc2c1c(=O)n(C)c(=O)n2C	-6	0	10	3	6	-6	5	-6
Nc1c(Cl)cc(C2=NCCn3nc4cc(C(F)(F)F)ccc4c32)cc1Cl	13	-2	2	-17	-6	10	-3	49*
COc1ccc(CCNC(=O)CN2C(=O)COc3ccc(S(=O)(=O)N4CCOCC4)cc32)cc1OC	4	-2	-16	-9	-3	4	1	-11
COc1ccc(-c2cc(=NC(CC(C)C)C(=O)O)c3cc(C)ccc3o2)cc1 (stereo unspecified)	3	-7	11	22	-9	12	-2	7
CCCC(=O)Nc1cccc(C(=O)Nc2nccs2)c1	3	3	10	2	-7	3	-10	-5
CCc1nc2ccccc2c(=O)n1NCCc1ccccc1	13	1	-6	5	11	13	-11	3
CCN(c1ccccc1)S(=O)(=O)c1ccc(C(=O)N(CCCN(C)C)c2nc3c(C)cccc3s2)cc1	19	7	18	29	6	26	14	-3
CC1(C)CC(=O)C2=C(C1)C(c1cn(-c3ccccc3)nc1-c1ccccc1)C(C#N)=C(N)O2 (stereo unspecified)	-14	4	5	-13	18	9	-6	8
Cc1cc(C)c(N2CCN(S(=O)(=O)N3CCCCCC3)CC2)c(C)c1	-8	1	12	13	2	-1	-2	0
CN(CC(=O)Nc1ccccc1Cl)C(=O)COC(=O)/C=C/c1ccccc1	-4	-2	7	-3	0	10	1	-1
O=C(C[C@H]1C/C=C\C[C@@H](Cc2ccc(F)cc2)C(=O)OC[C@@H](Cc2c[nH]c3ccccc23)NC1=O)NCCO	-2	3	1	26	-19	1	-10	-4
O=C(CCCC1=NS(=O)(=O)c2ccccc2N1)N1CCN(c2ccc(Cl)cc2)CC1	-6	-2	-4	-1	-6	0	3	1
C#CCOCCOCCOCCNc1nc(N2CCN(C(=O)CCCCCCCCCCNC(=O)Cn3cc(CCCCCN)nn3)CC2)nc(N2CCN(C(=O)CCCCCCCCCCNC(=O)Cn3cc(CCCCCN)nn3)CC2)n1	118*	3	7	-8	16	14	5	-2
Cc1cc(C)c(NC(=S)N(C)C)cc1C	3	0	12	6	-5	-14	-4	0
O=[N+]([O-])c1cc(CN2CCN(c3cccc(C(F)(F)F)c3)CC2)c2cccnc2c1O	-42	0	27	28	6	5	·	·
O=C(O)c1cc(N2N=C(C(F)(F)F)/C(=C/C=C/c3ccco3)C2=O)ccc1Cl	·	·	35	-4	96*	·	-4	-7
c1ccc2occc2c1	18	-2	-7	6	2	4	2	-3
O=C(Nc1ccc(-n2cnnn2)cc1)C(c1ccccc1)c1ccccc1	7	-2	-15	3	-5	2	8	4
O=C(NCc1ccco1)c1ccc(=O)[nH]n1	-10	-3	23	-2	4	-9	-7	4
CC1CC(=O)c2cnc(Nc3ccccc3)nc2C1 (stereo unspecified)	12	-5	1	-57	-12	4	4	8
Fc1ccc(-c2n[nH]c(=S)c3ccccc23)cc1	-5	4	13	-8	-7	17	0	3
CCCC(=O)Nc1sc(C)c(-c2ccc(C(C)CC)cc2)c1C#N (stereo unspecified)	4	2	3	36	1	10	3	18
CN(C)C(=O)NC(Nc1cccc([N+](=O)[O-])c1)C(Cl)(Cl)Cl (stereo unspecified)	-14	-2	-5	-7	-14	9	-4	-4
S=c1nc(-c2ccccc2)n(-c2ccccc2)[nH]1	8	-2	7	-8	5	0	-5	-2
COc1ccccc1NS(=O)(=O)c1cccs1	-4	-3	-3	6	-6	10	-2	-5
Clc1ccc(CCNc2nc3ccccc3s2)cc1	11	-3	15	-8	6	2	6	6
CC(=O)Nc1ccc(NC(=O)c2nc(S(=O)(=O)Cc3ccccc3)ncc2Cl)cc1	47*	1	9	5	2	11	25	0
O=C1NCCCCC1NS(=O)(=O)c1ccccc1 (stereo unspecified)	6	-1	-13	17	-1	-8	10	-1
O=C(Cn1c(=O)oc2ccccc21)N1CCOCC1	-5	0	5	-12	-6	0	-5	-10
O=C(CN1CCN(c2ncccn2)CC1)Nc1ccccc1-n1cccc1	3	-4	12	4	15	-2	-4	10
CCc1ccc(C(CNC(=O)c2ccc3c(=O)n(-c4ccccc4F)c(=S)[nH]c3c2)N(C)C)cc1 (stereo unspecified)	20	-6	19	59*	70*	5	2	5
Cc1ccc(S(=O)(=O)N(C)Cc2ccc(C(=O)N/N=C/c3ccc(OC(F)F)cc3)cc2)cc1	-9	2	2	-5	-2	18	-12	12
COc1ccc(CCNC(=O)c2cnn3ccccc23)c(OC)c1OC	8	-3	1	-4	-3	-69	-4	-4
O=C(c1cccc([N+](=O)[O-])c1)c1ccc2c(c1)OCCOCCOCCOCCO2	-8	2	5	0	-6	5	-9	-8
CCSC1=C(C#N)C(c2ccc(Cl)cc2)C2=C(CCCC2=O)N1 (stereo unspecified)	10	-4	-7	0	-2	7	7	10
O=C(COc1ccc(Br)cc1Cl)Nn1cnnc1	2	-1	4	-2	-7	10	-8	0
O=C1CCC/C1=c1\s/c(=C\c2cccnc2)c(=O)n1-c1ccccc1	2	-5	16	-3	-4	5	6	11
COc1ccc(CNCc2cc(Cl)ccc2O)cc1	17	1	-3	-1	0	5	0	-12
Cc1cc2ccccc2n1CCNC(=O)c1ccc(Br)o1	-3	-3	7	-2	-4	2	0	-6
O=C(NCCO)c1cc2c(s1)CCC2	0	3	-9	-24	-6	18	-6	-6
COc1cccc(C(=O)NCC(=O)N/N=C/c2cn[nH]c2-c2ccccc2)c1	4	-2	12	0	-13	11	-14	-2
O=C(CCCN=C1NS(=O)(=O)c2ccccc21)OCC(=O)c1ccc(F)cc1	-5	-3	-1	3	-1	-3	-3	-16
COC(=O)c1[nH]c2cccc(Cl)c2c1NC(=O)CN1CCN(CCO)CC1	-7	-5	7	0	3	21	0	-4
Nn1cc(-c2ccccc2)nc1SCC(=O)N1CCN(S(=O)(=O)c2ccc(Cl)cc2)CC1	-4	-4	1	4	-19	7	-3	5
CC(=O)c1ccc(Sc2nnnn2-c2ccccc2)c([N+](=O)[O-])c1	-6	3	-6	2	-4	-72	1	-33
O=C(CS(=O)CC(=O)NC12CC3CC(CC(C3)C1)C2)Nc1ccc(F)cc1 (stereo unspecified)	0	-2	9	20	-4	-4	-4	-6
COc1ccccc1C1C2=C(N=C3SCC(=O)N31)c1ccccc1CC2 (stereo unspecified)	-14	-7	4	18	-10	11	-2	11
C=CCNC(=O)c1c(-c2c(F)cccc2Cl)noc1C	-4	-2	4	-4	-1	5	3	6
NNc1nc(N)c2c(n1)-c1ccccc1CC21CCCC1	11	-4	24	-3	-3	9	21	13
O=C(NC1CC2CCC(C1)N2Cc1ccccc1)c1cccc(F)c1 (stereo unspecified)	4	-1	20	10	1	12	-13	-9
Cn1c(=O)c(=O)n(C)c2cc(N3CCCC3)c(NS(=O)(=O)c3ccc(Cl)cc3)cc21	-17	4	0	-2	-12	-5	-10	-7
CCOC(=O)c1cccc(NC(=O)CN(C)S(=O)(=O)c2cnc[nH]2)c1	12	-4	-7	2	-11	-21	-1	-6
C=CCNCC(=O)NN=C(c1ccccc1)c1ccccc1	3	-6	1	0	4	-4	-2	-4
Cc1nn(C)cc1CNC(=O)Nc1ccc(Cl)c(Cl)c1	-4	0	3	-49	-3	7	4	-5
O=C(COC(=O)c1cc([N+](=O)[O-])ccc1N1CCOCC1)Nc1cccc(F)c1	-8	-2	10	9	-11	-3	9	0
Fc1ccc(-c2nc(-c3cccs3)[nH]c2-c2ccc(F)cc2)cc1	10	3	-14	11	38	6	-12	14
COc1ccc(NC(=O)NN2CCN(C)CC2)c(OC)c1	4	-3	4	-7	2	13	-2	-11
N=c1c(C(=O)NC2CCCC2)cc2c(=O)n3ccccc3nc2n1CCN1CCOCC1	14	-4	10	-46	8	8	0	2
Cc1nc2cc(C(=O)O)ccc2n1-c1ccccc1	-9	-1	-6	-2	-5	-64	6	-6
More results follow.
SMILES	UBC13 polyUb	APJ ag	CCR6 antagonist	Gli-Sufu block	ATG4B inh	APJ antag	CXCR6 block	EBI2 block
Cc1ccc(C(=O)O)cc1NC(=S)NC(=O)C(c1ccccc1)c1ccccc1	-2	3	12	-2	-3	5	-4	8
CC(C)OCCCn1c(=O)c2ccccc2n2c(CCC(=O)NC3CCN(Cc4ccccc4)CC3)nnc12	-10	-3	8	-9	1	-5	8	-5
COc1ccccc1N=C1NC(=O)/C(=C/c2ccc(N(C)C)cc2)S1	-101	-4	12	-37	-4	-16	10	16
CC(C)OC(=O)Nc1ccc2c(c1)N(C(=O)CCN(C)C)c1ccccc1CC2	3	0	1	14	-2	9	-9	-10
CC(=O)Nc1cccc(C)c1	1	1	0	6	-3	5	-4	1
COC(=O)c1ccccc1-c1ccc(/C=N/NC(N)=O)o1	4	-1	-1	-5	-7	14	2	-10
CC1CCCN(C(=O)Cn2nnc(-c3cccnc3)n2)C1 (stereo unspecified)	-5	-1	12	3	-1	-8	-1	-6
CCOc1ccccc1NC(=O)C(OC(=O)c1cnccn1)c1ccccc1 (stereo unspecified)	10	8	7	-1	-5	-15	0	0
CC(C)CN1CCN(Cc2cnc(-c3ccc(Cl)cc3)nc2)CC1CCO (stereo unspecified)	1	0	11	1	-8	2	7	6
N#CCCN(Cc1ccccc1)C(=O)c1nccnc1C(=O)O	3	-2	3	4	-6	13	-3	0
COCCn1c(SC(C(=O)Nc2cc(C)ccc2OC)c2ccccc2)nnc1-c1ccc(Cl)cc1 (stereo unspecified)	-6	0	6	3	6	-4	0	-2
CN(C)c1nc(N/N=C/c2ccccc2O)nc(Nc2ccc(F)cc2)n1	-5	-3	71*	20	8	20	68*	34
O=C(O)c1ccc2c(c1)[C@@H]1C=CC[C@@H]1[C@H](c1ccccn1)N2	6	2	9	5	11	2	9	-6
O=C(CN1CCN(c2ncccn2)CC1)N1CCCC1	-16	-3	5	16	-5	16	-1	-6
O=C(COc1ccccc1O)Nc1ccccc1Cl	1	6	-2	-1	4	4	-11	3

For convenience, 4 of the compounds above.
SMILES	UBC13 polyUb	APJ ag	CCR6 antagonist	Gli-Sufu block	ATG4B inh	APJ antag	CXCR6 block	EBI2 block
COC(=O)c1ccccc1-c1ccc(/C=N/NC(N)=O)o1	4	-1	-1	-5	-7	14	2	-10
CC1CCCN(C(=O)Cn2nnc(-c3cccnc3)n2)C1 (stereo unspecified)	-5	-1	12	3	-1	-8	-1	-6
CCOc1ccccc1NC(=O)C(OC(=O)c1cnccn1)c1ccccc1 (stereo unspecified)	10	8	7	-1	-5	-15	0	0
CC(C)CN1CCN(Cc2cnc(-c3ccc(Cl)cc3)nc2)CC1CCO (stereo unspecified)	1	0	11	1	-8	2	7	6

Further entries follow.
SMILES	UBC13 polyUb	APJ ag	CCR6 antagonist	Gli-Sufu block	ATG4B inh	APJ antag	CXCR6 block	EBI2 block
CCOc1ccc(NCc2cccn2-c2nnc(N3CCC(C(=O)NCCCN4CCCCC4C)CC3)s2)cc1 (stereo unspecified)	21	6	-23	14	3	23	6	-2
Cc1ccc(C(c2sc3nc(C)nn3c2O)N2CCN(c3ccccc3F)CC2)cc1 (stereo unspecified)	-3	5	20	-6	-11	3	9	5
CC(=O)/C(=N\Nc1ccc(Cl)cc1)Sc1nnc(-c2ccccc2)n1-c1ccccc1	14	-4	12	44	17	7	9	1
CCOC(=O)/C=C/COc1ccccc1[N+](=O)[O-]	16	-4	-4	-22	-2	12	2	-6
c1ccc(Cc2nnc(-c3ccccc3)o2)cc1	-14	12	-3	-78	-6	9	-1	-18
Cc1ccc(/C([O-])=C(/C(=S)NCc2ccccc2)[n+]2cccc(CO)c2)cc1[N+](=O)[O-]	·	·	3	6	-4	·	-6	-8
CCCC(C(=O)NC1CCCC1)N(Cc1ccc(F)cc1)C(=O)c1snc(C(N)=O)c1N (stereo unspecified)	26	1	17	4	4	19	-4	12
Cc1ccc(C(C)NC(=O)c2ccncc2)cc1C (stereo unspecified)	3	2	-11	-11	4	12	2	-1

Screens from PubChem.
